Screens: PubChem BioAssay, National Center for Advancing Translational Sciences (NCATS)
p53ts 39C tox – kills p53ts cells at the nonpermissive temperature. 130,000 tested, 1.5% active. H1299-p53A138V viability at 39C, ATP luminescence, 24 h. Potency, µM (highest dose often 46.1 µM), for the others: top-dose activity change, negative = cell killing, usual class: cytotoxic; note: nearly all actives have a fitted effect of over 55% in size
Imprint erasure – inducers of genomic imprint erasure in mouse ES cells. Potency, µM (top dose mostly 60.7 µM), without a hit: top-dose activity change, positive = activation, most hits filed as activators. mouse ES Peg3-LacZ reporter, beta-gal luminescence, 40 h. 110,000 tested, 0.02% active;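 note: 0% = negative control wells on the plate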
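Readout: BetaGlo luminescence (5 min, room temp) for LacZ from the normally silent maternal Peg3 allele in female Peg3LacZ-Neo ES cells. Cells 300/well, 40 h, 37C, 5% CO2. Data normalized per plate to negative controls.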
p53ts 32C kill – cytotoxicity in p53ts cells at permissive temperature; 130,000 tested, 0.93% active; H1299-p53A138V at 32C, ATP luminescence viability, 24 h; AID 924; Potency, µM (top dose mostly 46.1 µM), for inactives: at the top dose activity change, negative = cytotoxicity, actives largely listed as cytotoxic;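 note: 0% = DMSO and -100% = full killing by reference compound; nearly all actives have a fitted effect of over 55% in size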
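Viability by ATPlite luminescence after 24 h compound treatment (up to 46 uM) at the permissive 32C. Cells are H1299 carrying p53 A138V. Scale runs from DMSO basal to 100 uM tamoxifen as full kill; AC50 from Hill fits.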
IkB signaling – IkB pathway inhibition in ABC-DLBCL cells. ABC-DLBCL IkBa-CBG/CBR dual luciferase ratio, 4 h; response scale: scaled: untreated 0%, proteasome inhibitor 100%. Potency, µM (highest dose often 57.1 µM), for the others: top-dose IkBa stabilization activation. 110,000 tested, 0.04% active. AID 445; active = well fitted curve in the direction sought with a large enough effect in the signal ratio, not every such curve was filed as active; inconclusive = small, poorly fitted or top-dose-only effect, or a change in a side signal; the % refers to the signal ratio;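 note: the direction sought is a rising ratio; 0% = basal untreated cells and 100% = reference inhibitor full response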
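In this assay, an IκBα–CBG68 fusion accumulates when IKK-driven degradation is blocked; native CBR normalizes for cell number. OCI-Ly3 cells were treated 4 h with compound and doxycycline, then green and red light read after Chroma-Glo addition.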
The depositor's hits bear a star; ? = inconclusive; · = not tested or not shown; [ ] = dose if it differs, or a comment. Unless noted, calls come from the whole dose curve; as a rule, active = well fitted curve in the direction sought with a large enough effect; inconclusive = small, poorly fitted or top-dose-only effect, or another doubt; inactive = no such curve, though single readings can be large; an effect the other way counts as inactive or inconclusive. Unless noted, % is set by controls: 0 for no effect and ±100 for the full control effect; potency is the fitted concentration of half-maximal effect.

SMILES	p53ts 39C tox	Imprint erasure	p53ts 32C kill	IkB signaling
O=C(Nc1cccnc1)C(Cc1ccccc1)n1cccc1 (configuration not stated)	2%	-12%	5%	-1.3%
COc1ccc(F)cc1S(=O)(=O)Nc1cccc(-c2ccc(N3CCC(C)CC3)nn2)c1	7.9µM*	-8%[10.9 µM]	?	11%
CCC(Cn1nnc2ccccc2c1=O)NC(=O)Nc1cc(C)cc(C)c1 (configuration not stated)	10%	-14%[10.9 µM]	10%	0.2%
COc1ccc(-n2c3c(cc(C(=O)Nc4ccc5c(c4)C(=O)NC5=O)c2=O)C(=O)CCC3)cc1	4%	-2%	5%	0.9%
CCS(=O)(=O)N1CCN(C(=O)CCC2CCCC2)CC1	2%	?	-1%	-0.9%
COc1ccc(-c2nc(C(N)=O)c3c(n2)n(-c2ccccc2OC)c(=O)n3C)c(OC)c1	-20%	-7%[10.9 µM]	0%	-1.6%
c1ccc2c(c1)CCCc1cc(NCCN3CCOCC3)nnc1-2	10%[20.6 µM]	-10%[16.8 µM]	-19%[20.6 µM]	-1.0%[25.6 µM]
Cc1ccc(-c2nnc(Nc3ccc(S(N)(=O)=O)cc3)c3ccccc23)cc1S(=O)(=O)N1CCCCC1	-8%	-13%[10.9 µM]	-13%	?
O=S(=O)(NCCS(=O)(=O)N1CCN(c2ccccc2)CC1)c1ccc(Cl)cc1	-10%	-15%[10.9 µM]	-2%	?
O=C(NCCOCCn1c(=O)oc2ccccc21)Nc1ccc(F)cc1	-14%	15%[10.9 µM]	-5%	?
CCN1C(=O)[C@@H]2[C@H]3C(=CC[C@H]2C1=O)C(=O)[C@H]1OC1[C@H]3O (some centres not stated)	-6%[9.22 µM]	·	6%[9.22 µM]	·
COc1cccc(C(=O)N2CCN(CCCc3ccccc3)CC2)c1OC	-2%	-14%	5%	0.6%
O=C(O)c1cc2nc(-c3ccccc3)cc(C(F)(F)F)n2n1	-6%	14%	-5%	1.3%
Oc1cccc(C(Nc2ccccn2)c2ccc3cccnc3c2O)c1Cl (configuration not stated)	7.9µM*	-22%[10.9 µM]	2%	?
COc1ccc(-c2nc3c4cnn(-c5ccccc5F)c4ncn3n2)cc1	13%	-8%[10.9 µM]	-2%	-2.1%
Cc1ccccc1CNC(=O)Cn1ncn2nc(-c3cccs3)cc2c1=O	-6%	4%[10.9 µM]	1%	-1.7%
CCCCN(C)S(=O)(=O)c1cc(-c2nnc3c4ccccc4c(C)nn23)ccc1C	-5%	-20%[10.9 µM]	9%	-2.2%
CCOc1ccc(CNC(=O)C2CCCN(S(=O)(=O)N(C)c3ccc(F)cc3)C2)cc1OC (configuration not stated)	?	-9%[10.9 µM]	1%	0.5%
COc1ccccc1NC(=O)c1sc(-c2ccc(Cl)cc2)cc1N	-29%	-12%[10.9 µM]	13%	6.1%
Cc1cc(NC(=O)n2ncc3c(C)cccc32)ccc1Br	20%	2%[10.9 µM]	-1%	0.6%
CC1=C2C(O)C(=O)OC3CC4C(C)(C)C(=O)C=C[C@]4(C)C(CC1)[C@@]23C (some centres not stated)	-4%	-5%	4%	·
Cc1ccc(-c2nc(C(=O)NC3CCCCCC3)no2)cc1	12%	-24%	13%	?
O=C(NC1CCCC1)c1cccc(S(=O)(=O)N2CCCCC2)c1	9%	-5%	4%	1.6%
CC(C)OCCCNC(=O)CCCn1c(=O)[nH]c2ccsc2c1=O	23%	-6%[10.9 µM]	-2%	?
Cc1nn(-c2ccc(N3CCOCC3)nn2)c(C)c1CCC(=O)NCc1ccccc1	-15%	6%[10.9 µM]	0%	-0.6%
CS(=O)(=O)Nc1ccccc1C(=O)OCc1cc(=O)n2nc(C3CCCCC3)sc2n1	2%	-15%[10.9 µM]	-1%	-0.6%
Cc1c(C(=O)Nc2ccc(Cl)cn2)oc2ccccc12	5%	0%	-2%	-1.7%
c1ccc(-c2cnc(CSc3nnc4ccccn34)o2)cc1	-3%	-73%[inhibitor]	-9%	1.5%
COC(=O)CSc1nnc2n(C3CCCCC3)c(=O)c3c4c(sc3n12)CCCC4	-12%	17%	-5%	?
COCc1c(Br)c(C)nc2sc3c(=O)n(-c4cccc(Br)c4)nnc3c12	9%	-14%[10.9 µM]	12%	-1.6%

Next entries.
SMILES	p53ts 39C tox	Imprint erasure	p53ts 32C kill	IkB signaling
O=C(Nc1ccc2c(c1)OCO2)c1cc(-c2cccc(Cl)c2)on1	25%	-2%[10.9 µM]	4%	6.1%
Cc1c(Cl)cccc1Nc1nc(N)nc(CSCCO)n1	11%	-7%	-4%	-4.8%
CCCOC(=O)C1=C(C)OC23OC(N)=C(C#N)C12C(=O)c1ccccc13 (configuration not stated)	15%	·	1%	·
COc1ccc(-c2cc3nc(C)c(CCC(=O)Nc4ccc(F)cc4F)c(C)n3n2)c(OC)c1	-3%	-13%[10.9 µM]	3%	?
Cc1cccc(-c2nnc(-c3ccccc3)o2)c1	-12%	-59%[inhibitor]	-23%	?
Cc1ccc(NC(=O)Cn2nc(-c3ccc(Cl)cc3)c3ccccc3c2=O)cc1	-14%	15%[10.9 µM]	-8%	17%
O=S(=O)(Nc1ccc(-c2ccc(N3CCCC3)nn2)cc1)c1ccc(Br)cc1	-5%	16%[10.9 µM]	3%	-3.5%
COc1ccc(N2CCN(Cc3nc(-c4ccc(C)cc4)no3)CC2)cc1	6%	-12%[10.9 µM]	-14%	?
Cc1ccc(CNc2nc3ccc(C)cc3n3nnnc23)cc1	5%	9%[10.9 µM]	16%	-0.9%
Cc1ccc2c(CC(=O)Nc3cc(C(F)(F)F)ccc3Cl)coc2c1C	-9%	-9%[10.9 µM]	-1%	?
CCC(c1nnnn1C(C)(C)C)N1CCN(C2CCCC2)CC1 (configuration not stated)	-11%	-6%	-10%	0.5%
CCOc1cc(CNC(=O)c2cc(-c3ccccc3)n[nH]2)cc(OCC)c1OCC	-13%	13%[10.9 µM]	7%	?
Cc1ccc(S(=O)(=O)N(CC(=O)NCCc2ccc(Cl)cc2)c2ccccc2C)cc1	-4%	-10%[10.9 µM]	12%	?
Cc1nc(Nc2ccc3c(c2)OCCO3)c2oc3ccccc3c2n1	3%	-10%	-10%	-5.6%
CCOC(=O)COC(=O)c1ccc(O)cc1	5%	-8%	-2%	-2.1%
Cc1noc(C)c1CSc1nnc2c(C)cc3ccccc3n12	1%	13%	-3%	-1.0%
CC1CN(S(=O)(=O)c2ccc(Cl)c(S(=O)(=O)N3CC(C)OC(C)C3)c2)CC(C)O1 (configuration not stated)	-1%	-3%	-9%	3.4%
Cn1ccnc1SCc1cn2ccccc2n1	-8%	-69%[inhibitor]	20%	-0.3%
COCCN1C(=O)c2[nH]nc(-c3c(C)cc(C)cc3O)c2C1c1cccc(O)c1 (configuration not stated)	-3%	-6%[10.9 µM]	30%[activator]	?
Cc1ccc(CN2CC34C=CC(O3)C(C(=O)NCc3ccco3)C4C2=O)cc1 (configuration not stated)	9%	-8%	0%	3.7%
CCOC(=O)C(Cc1ccccc1)NC(=O)CCc1c(C)nc2nc(C)nn2c1C (configuration not stated)	-7%	-7%[10.9 µM]	-5%	-1.8%
CCOc1ccc(CCNC(c2cccc(Cl)c2)c2nnc(-c3ccccc3)o2)cc1OCC (configuration not stated)	10%	-13%[10.9 µM]	3%	?
CC(C)[C@@H](OCc1ccccc1)[C@H](C)/C=N\OC[C@@H](C)[C@H](OCc1ccccc1)C(C)C	15%[9.22 µM]	·	4%[9.22 µM]	·
COc1cc(C(=O)N2CCCC(c3nc(-c4cccs4)no3)C2)cc(OC)c1OC (configuration not stated)	13%	-8%	1%	0.4%
CCOc1ccc(Nc2nc(NCCN3CCOCC3)nc(OC)n2)cc1	0%	-9%	0%	1.4%
COc1ccc(-c2cc(N3C(=O)Nc4ccccc4N3O)n[nH]2)cc1	-26%	·	-12%	·
O=C(Nc1nc2c(F)cccc2s1)c1ccc(S(=O)(=O)N2CCCc3ccccc32)cc1	9%	-4%[10.9 µM]	3%	-1.2%
c1ccc2sc(SSc3nc4ccccc4s3)nc2c1	3%	-9%	-6%[1.84 µM]	-0.6%
C=C(C)C1Cc2c(ccc(C(=O)O)c2O)O1 (configuration not stated)	6%	14%	0%	·
CCN(CC)S(=O)(=O)c1cc(F)ccc1OC	11%	·	-5%	·

Next section.
SMILES	p53ts 39C tox	Imprint erasure	p53ts 32C kill	IkB signaling
O=c1nc(-c2ccccc2)c2ccccc2[nH]1	8%	-8%	-6%	-2.3%
O=C(c1cnn2c(C(F)F)cc(-c3ccccc3)nc12)N1CCOCC1	8%	-6%	6%	0.2%
O=S(=O)(NCCc1nnc2ccc(SCc3c(F)cccc3Cl)nn12)c1ccccc1	?	-9%[10.9 µM]	12%	-0.6%
O=C1CCCCCN1Sc1ccccc1	-11%	-27%	-2%	?
COc1ccc(C(=O)c2cn(Cc3cccc(C)c3)c3cc4c(cc3c2=O)OCCO4)cc1OC	20%	-2%[10.9 µM]	-1%	?
O=C(COC(=O)c1cccc(S(=O)(=O)N2CCN(c3ccccc3)CC2)c1)NCc1ccco1	-3%	-29%	-13%	10%
Cc1ccc(C)c(Cn2c(=O)n(CCC(=O)NCc3ccc4c(c3)OCO4)c(=O)c3sccc32)c1	6%	-3%[10.9 µM]	25%	2.4%
CCOC(=O)N1CCN(S(=O)(=O)c2ccc(OCC)c3ccccc23)CC1	-12%	-2%	12%	?
CCCC12CN3CC(CCC)(CN(C1)C3C(O)C(O)C(O)CO)C2=O (configuration not stated)	6%	·	3%	·
CCn1c(SCC(=O)Nc2nc3ccccc3s2)nnc1-c1ccc(OC)cc1	12%	-9%	0%	-1.6%
COc1ccc2cc(C#N)c(NC(C)C)nc2c1	-17%	-10%	-12%	-1.5%
O=C(Nc1nncs1)c1ccc(Br)c(S(=O)(=O)N2CCCC2)c1	-18%	10%	-20%	0.0%
O=C(O)c1oc(C(=O)O)c(C(=O)O)c1C(=O)O	-2%[9.22 µM]	-7%[10.9 µM]	4%[9.22 µM]	-0.5%[11.4 µM]
Cc1ccc(-n2c(Cc3cccs3)nnc2SCC(=O)Nc2ccc(S(N)(=O)=O)cc2)cc1	0%	-18%	11%	-2.8%
Cc1ccc(-c2nnn(CC(=O)N(CC(=O)NCC3CCCO3)c3ccc(F)c(Cl)c3)n2)o1 (configuration not stated)	8%	-8%	10%	?
COc1ccccc1C(=O)NCC(c1cccnc1)N(C)C (configuration not stated)	-5%	18%	0%	-1.4%
O=C(CCNc1n[nH]c(=O)[nH]c1=O)N1CCOCC1	8%	15%	0%	-0.6%
CCCn1c(CNS(=O)(=O)c2ccc(C)cc2)nc2ccccc21	2%	-7%	7%	2.3%
O=C(C(Cc1ccccc1)n1cccc1)N1CCCCCC1 (configuration not stated)	-4%	-11%	9%	1.4%
COc1ccc(Cn2ccc3nc(C)c(C(=O)N4CCN(c5ccccc5)CC4)cc3c2=O)cc1	-17%	-11%[10.9 µM]	0%	0.6%
CCCCCn1c(CCNC(=O)c2cccc(C)c2)nc2ccccc21	20%	-9%[10.9 µM]	5%	?
O=C(c1cnccn1)N1CCC2(CC1)CCN(c1ccccn1)CC2	-9%	·	5%	0.8%[11.4 µM]
Cc1ccc(NC(=O)c2ccc(N(Cc3ccccc3)S(C)(=O)=O)cc2)cc1	11%	-17%[10.9 µM]	3%	4.7%
Cc1cc2c(cc1S(=O)(=O)N1CCC(C(N)=O)CC1)OCC(=O)N2	20%	0%[10.9 µM]	4%	-1.2%
CCN(CC)c1nc2cc(OC)ccc2cc1C#N	-19%	-23%	-21%	-0.3%

Compound profiles (already shown).
`c1ccc2sc(SSc3nc4ccccc4s3)nc2c1` is listed with p53ts 39C tox = 3%; Imprint erasure = -9%; p53ts 32C kill = -6%[1.84 µM]; IkB signaling = -0.6%
`COC(=O)CSc1nnc2n(C3CCCCC3)c(=O)c3c4c(sc3n12)CCCC4` is listed with p53ts 39C tox = -12%; Imprint erasure = 17%; p53ts 32C kill = -5%; IkB signaling = ?
